hcGAS lum = blocks human cGAS activity | AID 1259398 | recombinant h-cGAS, ATP depletion, Kinase-Glo luminescence | inhibition, % at 12.5 µM | 290,000 tested, 0.081% active;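 further: 0% = vehicle reaction and 100% = reaction without DNA for no activity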
Target sequence (Q8N884 whole entry, looked up): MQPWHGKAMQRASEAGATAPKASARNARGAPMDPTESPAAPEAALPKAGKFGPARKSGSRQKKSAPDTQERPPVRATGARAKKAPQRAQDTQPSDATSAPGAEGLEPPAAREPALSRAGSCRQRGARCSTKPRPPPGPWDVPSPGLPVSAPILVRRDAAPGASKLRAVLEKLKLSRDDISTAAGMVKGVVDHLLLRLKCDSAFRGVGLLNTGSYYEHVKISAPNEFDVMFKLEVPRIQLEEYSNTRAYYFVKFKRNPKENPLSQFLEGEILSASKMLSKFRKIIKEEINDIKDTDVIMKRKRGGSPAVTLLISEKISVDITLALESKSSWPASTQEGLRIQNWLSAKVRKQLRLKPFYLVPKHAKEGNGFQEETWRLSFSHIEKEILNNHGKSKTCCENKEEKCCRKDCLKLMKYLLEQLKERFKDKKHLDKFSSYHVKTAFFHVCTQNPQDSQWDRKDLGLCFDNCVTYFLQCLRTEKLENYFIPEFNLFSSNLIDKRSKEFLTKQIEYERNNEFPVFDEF
NPYLR7 ag = activates Aedes aegypti NPYLR7 receptor; HEK293T NPYLR7/Galpha15, GCaMP6s calcium fluorescence; activation, % at 10 µM; 270,000 tested, 0.15% active; in the data active means activation above about 40%;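 further: 0% = vehicle and 100% = reference agonist at the receptor; some compounds past the cut are filed as inactive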
mcGAS lum = blocks mouse cGAS activity | inhibition, % at 12.5 µM | recombinant cGAS, Kinase-Glo ATP depletion luminescence | 160,000 tested, 0.15% active | Q8C6L5;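 further: 0% = negative control wells and 100% = reference inhibitor with no enzyme activity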
The depositor's hits bear a star; & = joins results of further samples. Unless noted, no stated cut-off is given here; in the data, active means inhibition above about 40%; inactive means the rest.

The opening 6 entries as a preview:
CCc1nc2n(n1)C(=O)C(C(c1cccs1)N1CCC(C(N)=O)CC1)S2 (centres undefined) was read as hcGAS lum -5, NPYLR7 ag 0 and mcGAS lum -6.
Screening COCCNC(=O)c1ccc(Cl)c(NCc2c(C)noc2C)c1 returned hcGAS lum -8, NPYLR7 ag -1 and mcGAS lum -11.
`CCn1ncnc1-c1c(-c2ccccc2)ncn1CC1(O)CCCCC1` gave hcGAS lum -10, NPYLR7 ag -1 and mcGAS lum -12.
`Nc1nc(SCCO)[nH]c(=O)c1NC(=O)c1ccc(C(F)(F)F)cc1` gave hcGAS lum -6, NPYLR7 ag 0 and mcGAS lum -7.
CCOC(=O)c1ccccc1NC(=O)CSc1nc(=O)n2ccccc2n1 was read as hcGAS lum -7, NPYLR7 ag 2 and mcGAS lum -8.
For C=CCn1c(-c2c(-c3ccccc3)ncn2CCO)nc2ccccc21 the results were hcGAS lum -7, NPYLR7 ag 28 and mcGAS lum -17.

Main list, repeating the preview:
CCc1nc2n(n1)C(=O)C(C(c1cccs1)N1CCC(C(N)=O)CC1)S2 (centres undefined) was read as hcGAS lum -5, NPYLR7 ag 0 and mcGAS lum -6.
Screening COCCNC(=O)c1ccc(Cl)c(NCc2c(C)noc2C)c1 returned hcGAS lum -8, NPYLR7 ag -1 and mcGAS lum -11.
`CCn1ncnc1-c1c(-c2ccccc2)ncn1CC1(O)CCCCC1` gave hcGAS lum -10, NPYLR7 ag -1 and mcGAS lum -12.
`Nc1nc(SCCO)[nH]c(=O)c1NC(=O)c1ccc(C(F)(F)F)cc1` gave hcGAS lum -6, NPYLR7 ag 0 and mcGAS lum -7.
CCOC(=O)c1ccccc1NC(=O)CSc1nc(=O)n2ccccc2n1 was read as hcGAS lum -7, NPYLR7 ag 2 and mcGAS lum -8.
For C=CCn1c(-c2c(-c3ccccc3)ncn2CCO)nc2ccccc21 the results were hcGAS lum -7, NPYLR7 ag 28 and mcGAS lum -17.
`COc1ccc(NC(=O)C(C(=O)Nc2ccc(OC)cc2)C23CC4CC(CC(C4)C2)C3)cc1` gave hcGAS lum -5 and NPYLR7 ag 2.
For CN(C)S(=O)(=O)N1CCCC(N2CCN(Cc3ccc4c(c3)OCO4)CC2)C1 (centres undefined) the results were hcGAS lum -1 and NPYLR7 ag 17.
For Cc1cccc2sc(N(CCCN(C)C)C(=O)c3ccc([N+](=O)[O-])o3)nc12 the results were hcGAS lum -6, NPYLR7 ag 2 and mcGAS lum -7.
For COc1cc(CN2CCN3CCN(C)C(=O)C3C2)c(Cl)cc1O (centres undefined) the results were hcGAS lum -4 and NPYLR7 ag 9.
Screening Cc1ccc(Cl)cc1NC(C)C(=O)NC1CC1 (centres undefined) returned hcGAS lum -2 and NPYLR7 ag 5.
`C=CCn1c(=O)c2c(nc3n(-c4cccc(Cl)c4)c(C)c(C)n23)n(C)c1=O` gave hcGAS lum -8 and NPYLR7 ag 4.
Screening O=C(C1=C(O)C(=O)N(CCN2CCOCC2)C1c1cccs1)c1ccco1 (centres undefined) returned hcGAS lum -9&-2 and NPYLR7 ag 13&4.
`COc1ccc(N2CCN(Cc3nc4c(c(=O)n(C)c(=O)n4C)n3CC(C)=O)CC2)cc1` gave hcGAS lum -7, NPYLR7 ag 1 and mcGAS lum -8.
For COCCNC(=O)C(c1ccccc1)c1ccccc1 the results were hcGAS lum -12 and NPYLR7 ag 14.
C1=Nc2ccccc2-c2nnc(SCc3ccccc3)nc2O1 was read as hcGAS lum -6 and NPYLR7 ag 9.
COc1cccc(C(=O)N2CCCN(C(=O)C(C)N3CCc4sccc4C3c3ccccc3C)CC2)c1 (centres undefined) was read as hcGAS lum -9, NPYLR7 ag 15 and mcGAS lum -7.
For C=CCOC(CN1CCN(C(=O)CCCC(=O)OCC)CC1)c1cccc(N2CCCC2)c1 (centres undefined) the results were hcGAS lum -6 and mcGAS lum -1.
Cc1cc(C)c(NC(=O)CNC(=O)CCN2C(=O)COc3ccccc32)c(C)c1 was read as hcGAS lum -8 and NPYLR7 ag 0.
`CCOc1nc(NCc2cccnc2)ncc1Br` gave hcGAS lum -7 and NPYLR7 ag 5.
Screening O=C(C1CCCN(c2nnc(N3CCCC3=O)s2)C1)N1CCN(C2CCCCC2)CC1 (centres undefined) returned hcGAS lum -8 and NPYLR7 ag 3.
`CC(C)C1OC(=O)C2(CCCCC2)C(=O)C1(C)C` (centres undefined) gave hcGAS lum -13 and NPYLR7 ag 2.
Screening c1ccc(COC2CCCN(Cc3cnc(-c4ccccn4)nc3)C2)nc1 (centres undefined) returned hcGAS lum -4 and NPYLR7 ag -3.
Cc1nccn1S(=O)(=O)c1cc(Cl)ccc1Cl was read as hcGAS lum -6, NPYLR7 ag -3 and mcGAS lum -3.
O=C(N1CCN(Cc2nnnn2-c2ccc(F)cc2)CC1)C12CC3CC(CC(C3)C1)C2 was read as hcGAS lum -3, NPYLR7 ag 0 and mcGAS lum -6.
Screening Cc1ccc(C)c(NC(=O)CSc2ccc(S(=O)(=O)N3CCOCC3)cn2)c1 returned hcGAS lum -4, NPYLR7 ag 8 and mcGAS lum -6.
For CCCC(=O)C1=C(c2ccc(OC)c(OC)c2)N(C(=O)CCC)n2c(CC)nnc2S1 the results were hcGAS lum -7 and NPYLR7 ag 3.
Screening Cc1cccc(C(=O)N2CCN(c3ccc(F)cc3)C(=O)C2C)c1 (centres undefined) returned hcGAS lum -2, NPYLR7 ag -2 and mcGAS lum -4.
Cc1noc(-c2ccc(OC(F)(F)F)cc2)c1C(=O)NCCCN1CCOCC1 was read as hcGAS lum -1, NPYLR7 ag 4 and mcGAS lum -5.
CCOc1ccc(NC(=O)NC(C(=O)Nc2nnc(-c3cccc(Br)c3)s2)C(C)CC)cc1 (centres undefined) was read as hcGAS lum -10, NPYLR7 ag 24 and mcGAS lum -4.
`CS(=O)(=O)N1CCC(NC(=O)c2onc3ccccc23)CC1` gave hcGAS lum -2, NPYLR7 ag 1 and mcGAS lum -19.
C=CCn1c(SCC(=O)N2CCOCC2)nc2c([nH]c3ccccc32)c1=O was read as hcGAS lum 6, NPYLR7 ag -2 and mcGAS lum -8.
`OC(CN(Cc1ccc(F)cc1)CC1CC(c2ccc(Cl)cc2)=NO1)c1ccccc1` (centres undefined) gave hcGAS lum -3, NPYLR7 ag -2 and mcGAS lum -5.
For O=C(Cc1ccc(N2CCNC2=O)cc1)N1CCC2(CCCO2)CC1 the results were hcGAS lum 1, NPYLR7 ag 21 and mcGAS lum -17.
`O=S(=O)(CCNC(c1ccccc1)c1ccoc1)c1ccccc1` (centres undefined) gave hcGAS lum -6, NPYLR7 ag -2 and mcGAS lum -13.
`O=S(=O)(c1ccccc1F)N1CCOCC1` gave hcGAS lum -3 and NPYLR7 ag 11.
Screening CN1CCC2(CC1)CN(C(=O)CCN1CCCC1)CCN2C returned hcGAS lum -4, NPYLR7 ag 23 and mcGAS lum -8.
Screening Cc1cc(N(C)Cc2ncccc2C)nc(-c2ccccc2)n1 returned hcGAS lum -7, NPYLR7 ag 4 and mcGAS lum -10.
For CCOc1ccc(S(=O)(=O)N2CCOC(c3ccccc3)C2)cc1C (centres undefined) the results were hcGAS lum -3 and NPYLR7 ag -9.
For c1cc(-c2nccn2-c2ccc3cn[nH]c3c2)ccn1 the results were hcGAS lum -3, NPYLR7 ag 7 and mcGAS lum -10.
Screening Nc1ccc2nc3ccccc3nc2c1 returned hcGAS lum -2 and NPYLR7 ag -2.
O=C(Nc1nncs1)NC1(Cc2ccc(Br)cc2)CCCCC1 was read as hcGAS lum -7 and NPYLR7 ag 13.
COc1ccc(C)cc1NC(=O)c1cc2ccccc2cc1OCC#N was read as hcGAS lum -6 and NPYLR7 ag -2.
CCCCN(Cc1cccn1Cc1cccc(C)c1)C(=O)CN(CCOC)C(=O)c1cccc(C(F)(F)F)c1 was read as hcGAS lum 5, NPYLR7 ag -4 and mcGAS lum -3.
Cc1ccccc1OCc1ccc(-c2nc(C#N)c(N3CCC(C(N)=O)CC3)o2)o1 was read as hcGAS lum 3, NPYLR7 ag 0 and mcGAS lum -3.
`COCCn1cc(C(=O)NC2CCCCC2)c2nn(-c3ccccc3)c(=O)c-2c1` gave hcGAS lum -6, NPYLR7 ag 2 and mcGAS lum -7.
For Cc1n[nH]c(C)c1NC(=O)CN1CCN(C)c2cc(F)ccc21 the results were hcGAS lum -10&-12 and NPYLR7 ag -23&3.
Screening COc1ccc(Nc2nc(N3CCCC3)nc(N)c2[N+](=O)[O-])cc1 returned hcGAS lum -3 and NPYLR7 ag -1.
Screening Cc1ccc(S(=O)(=O)n2ccnc2)cc1 returned hcGAS lum 3 and NPYLR7 ag -3.
`CN1C(=O)C(Cc2ccccc2)ON=C1c1cccc(F)c1` (centres undefined) gave hcGAS lum -11 and NPYLR7 ag 7.
Cc1ccc(-n2nc(-c3cccn3C)cc2C(=O)NC(C)CCc2ccccc2)c(C)c1 (centres undefined) was read as hcGAS lum -10, NPYLR7 ag 18 and mcGAS lum -7.
For CC(C)NC(=O)Nc1ccc(CNC(=O)CSc2ccc(C(F)(F)F)cn2)cc1 the results were hcGAS lum -2, NPYLR7 ag -6 and mcGAS lum 0.
Screening O=C(NCc1cccs1)c1ccc(-c2cc(-c3cccc4ccccc34)[nH]n2)cc1 returned hcGAS lum -5, NPYLR7 ag 26 and mcGAS lum -6.
Screening Cc1nnc(C2Cc3ccccc3CN2CCS(C)(=O)=O)o1 (centres undefined) returned hcGAS lum -14 and NPYLR7 ag 4.
For CN(Cc1ccco1)C(=O)c1ccccc1N1CCC(NC(=O)c2cccs2)CC1 the results were hcGAS lum 7, NPYLR7 ag -5 and mcGAS lum 1.
For C=CCN=c1scc(-c2ccc(F)cc2)n1N=Cc1ccccn1 the results were hcGAS lum -5 and NPYLR7 ag -1.
Screening CCn1c(SCC(=O)c2ccc(OC)c(F)c2)nnc1C1CC1 returned hcGAS lum -7 and NPYLR7 ag 10.
Screening Cc1cc2cc(CCNC(=O)c3ccco3)c(=O)[nH]c2cc1C returned hcGAS lum -10, NPYLR7 ag -1 and mcGAS lum -5.
For CO[C@@H]1CC[C@H]2C[C@@H]1[C@@H](Oc1ccccn1)CN2C(=O)c1cccc(C#N)c1 the results were hcGAS lum 1, NPYLR7 ag 15 and mcGAS lum -6.
Screening Cc1ccc(N(CC(=O)N2CCc3ccccc32)C2=NC(=O)CS2)cc1 returned hcGAS lum -8, NPYLR7 ag 2 and mcGAS lum -15.

Fetched one by one from the list above:
Screening Cc1nnc(C2Cc3ccccc3CN2CCS(C)(=O)=O)o1 (centres undefined) returned hcGAS lum -14 and NPYLR7 ag 4.
For CO[C@@H]1CC[C@H]2C[C@@H]1[C@@H](Oc1ccccn1)CN2C(=O)c1cccc(C#N)c1 the results were hcGAS lum 1, NPYLR7 ag 15 and mcGAS lum -6.
Screening COc1ccc(Nc2nc(N3CCCC3)nc(N)c2[N+](=O)[O-])cc1 returned hcGAS lum -3 and NPYLR7 ag -1.

Continued:
Screening CCCc1c(C)nn(-c2ccc(C(=O)NCCOc3ccccc3)cc2)c1C returned hcGAS lum -1, NPYLR7 ag -4 and mcGAS lum -6.
`CNS(=O)(=O)Cc1ccccc1CNS(=O)(=O)c1cc(C(F)(F)F)cc(C(F)(F)F)c1` gave hcGAS lum -13, NPYLR7 ag 9 and mcGAS lum -1.
COc1ccccc1CNc1nc(-c2ccc3c(c2)OCCCO3)cs1 was read as hcGAS lum -1, NPYLR7 ag 0 and mcGAS lum -8.
N#Cc1c(NC(=O)CN2CCCC2c2cccs2)sc2c1CCC2 (centres undefined) was read as hcGAS lum -7 and NPYLR7 ag 7.
CCOc1ccc(-n2c(=O)c3ccccc3n(C(CC)C(=O)NCCOC)c2=O)cc1 (centres undefined) was read as hcGAS lum -3, NPYLR7 ag 6 and mcGAS lum -8.
CCOC(=O)[C@@H]1[C@H](c2ccccc2)[C@@H](NC2Cc3ccccc3C2)[C@H]2CCCCN21 was read as hcGAS lum -11, NPYLR7 ag 8 and mcGAS lum -3.
`O=C(CN1CCCCC1c1cccnc1)NCCc1ccc(Cl)cc1` (centres undefined) gave hcGAS lum 4, NPYLR7 ag 6 and mcGAS lum -4.
COc1ccc(C)cc1N1C2=[N+](CCCS2)CC1(O)c1ccc(C)cc1 (centres undefined) was read as hcGAS lum -6 and NPYLR7 ag -2.
Screening COCCN(CCOC)C(=O)c1cc2c(=O)n3ccccc3nc2s1 returned hcGAS lum -1&-5 and NPYLR7 ag 7&6.
Screening CC(=O)N1CCSC12C(=O)N(C(C)C)c1ccccc12 (centres undefined) returned hcGAS lum -3, NPYLR7 ag 0 and mcGAS lum -3.
Screening CC(C)Nc1nc(-c2ccc(Br)s2)cs1 returned hcGAS lum -6 and NPYLR7 ag -1.
Screening O=C(c1ccc(-n2cccn2)cc1)N1CCN(S(=O)(=O)c2cc(F)ccc2F)CC1 returned hcGAS lum -3, NPYLR7 ag 5 and mcGAS lum -8.
`CC(C)(NC(=O)c1cccs1)C(=O)N1CCC1c1ccc(F)cc1` (centres undefined) gave hcGAS lum -5, NPYLR7 ag 26 and mcGAS lum -18.
Screening COC(=O)[C@H](Cc1ccccc1)NC(=O)[C@@H](N)CC(=O)O returned hcGAS lum -4 and NPYLR7 ag -3.
C=CC(=O)N=C1N=C2C=CC(Br)=CN2Cc2ccccc21 was read as hcGAS lum -5, NPYLR7 ag 3 and mcGAS lum 31.

Compounds were not picked by outcome. Share with any hit: about 0.26%.
